HEK293 cAMP ctrl – parental HEK293 cAMP activation (counter-screen); 2.5% of 73,000 active; parental HEK293 CNG cAMP sensor, membrane potential fluorescence; Potency, µM (top dose mostly 57.1 µM), for the others: at the top dose activation, usual class: activators; also: potency is read from the fitted curve at half-maximal effect; % of control where 0% means no effect; nearly all actives have a fitted effect of over 55% in size
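Counterscreen for endogenous-receptor signalling: CNG-channel HEK 293 cells report cAMP rise by membrane depolarization. After 60 min dye equilibration with 100 uM RO 20-1724, compounds incubated 30 min before bottom-read fluorescence at 590 nm.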
4-MU autofl – 4-MU region autofluorescence. compound autofluorescence, 340/450 nm, 4-MU equivalents; stronger effect = higher value. max dye-equivalent concentration, M. 11% of 59,000 active; in the data active = max dye-equivalent concentration above about 10 nM; inconclusive = mostly about 1.1 nM to 9.6 nM
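Compounds in 100 mM Tris, pH 8.0, incubated 15 min at room temperature, then fluorescence read at 340 nm excitation/450 nm emission. Signal converted to 4-MU dye-equivalent concentration using an on-plate six-point 4-MU standard curve.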
BRCT inh red – disrupts BRCA1 BRCT binding to phosphoprotein, red fluorophore readout; BRCT-phosphopeptide binding, red fluorescence polarization; 0.03% of 75,000 active; Potency, µM (top dose mostly 76.9 µM), inactives show at the top dose activity change, negative = inhibition, actives largely listed as inhibitors; AID 892; P38398; also: % is scaled to controls: 0 for no effect and ±100 for the full control effect
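Fluorescence polarization: 100 nM His-tagged BRCA1 BRCT with 100 nM TAMRA-labelled phospho-BACH1 decapeptide, phosphate buffer pH 7.3 with 150 mM NaCl, DTT, 0.01% Tween 20; 12 min RT. Binding inhibition seen as FP decrease.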
Fluorescein fluor – compound fluoresces in the fluorescein spectral region. Compound autofluorescence, 480/540 nm, fluorescein-equivalent; stronger effect = higher value. max fluorescein-equivalent concentration, M. 0.91% of 59,000 active. AID 593; in the data active = max fluorescein-equivalent concentration above about 10 nM; inconclusive = between about 1.1 nM and that limit
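Autofluorescence profiling; 100 mM Tris, pH 8.0; incubation 15 min at RT; ex/em 480/540 nm; result as fluorescein-equivalent concentration.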
Casp7 inh – blocks human caspase-7 allosterically or competitively | P55210 | recombinant caspase-7, Ac-DEVD-AFC fluorescence rate | Potency, µM (series often up to 57.5 µM), for inactives: top-dose activity change, negative = inhibition, actives largely listed as inhibitors | 0.02% of 75,000 active | AID 889; active = well fitted inhibition curve with a large enough effect in the main read-out, with a control signal flat, not every such curve was filed as active; inconclusive = small, poorly fitted or top-dose-only effect, or a change in a side signal; also: potency is read from the fitted curve at half-maximal effect; % of control where 0% means no effect
Target sequence (P55210 24-198 limits assumed): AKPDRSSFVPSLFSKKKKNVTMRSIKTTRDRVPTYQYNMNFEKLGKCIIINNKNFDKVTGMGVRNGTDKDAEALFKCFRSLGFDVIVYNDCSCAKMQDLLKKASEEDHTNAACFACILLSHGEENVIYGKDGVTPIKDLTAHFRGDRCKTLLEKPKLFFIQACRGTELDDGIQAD
Target sequence (P55210 207-303 limits assumed): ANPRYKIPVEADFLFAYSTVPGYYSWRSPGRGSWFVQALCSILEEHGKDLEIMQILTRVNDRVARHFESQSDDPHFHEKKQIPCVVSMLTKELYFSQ
A350 fluor – A350 region autofluorescence; max dye-equivalent concentration, M; Compound autofluorescence, 340/450 nm, Alexa 350 dye-equivalents; stronger effect = higher value; 11% of 59,000 active; in the data active = max dye-equivalent concentration above about 10 nM; inconclusive = mostly about 1.1 nM to 9.6 nM
Caspase-1 inhib – blocks human caspase-1 allosterically or competitively. Caspase-1 enzyme, Ac-WEHD-AFC fluorogenic rate. Potency, µM (top dose mostly 57.5 µM), for inactives: at the highest dose activity change, negative = inhibition, usual class: inhibitors. 0.03% of 75,000 active. AID 900;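 also: potency is read from the fitted curve at half-maximal effect; plate controls were vehicle for no effect and no substrate for full effect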
BRCT PPI green – inhibitors of human BRCA1 BRCT-phosphoprotein interaction (green fluorophore). P38398. BRCA1 BRCT-phosphopeptide binding, green fluorescence polarization. Potency, µM (series often up to 76.9 µM), inactives show top-dose activity change, negative = inhibition, hits mostly inhibitors. 0.05% of 75,000 active;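 also: potency is read from the fitted curve at half-maximal effect; plate controls were peptide without protein for full effect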
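Compounds were incubated for 12 min at room temperature with a complex of 100 nM fluorescein-tagged pBACH1 decapeptide and 250 nM His-tagged BRCT protein. Buffer was phosphate pH 7.3 with EDTA, DTT and Tween 20. Disruption of binding lowers the polarization signal.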
Epigenetic mod – epigenetic modulators derepressing GFP locus in mouse cells; 0.09% of 68,000 active; Potency, µM (titrated, usually from 46.1 µM), for inactives: at the top dose GFP derepression (activation); mouse C127i GFP locus derepression, cytometry, 30 h; AID 597; also: % of control where 0% means no effect
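Locus derepression in mouse mammary C127i cells whose integrated CMV-GFP reporter is normally silent; GFP expression after 30 h compound treatment was quantified by counting fluorescent cells.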
Ub-GFP proteasome – inhibits proteasome, raising ubiquitin-GFP reporter fluorescence | Ubiquitin-GFP reporter cells, proteasome inhibition, GFP fluorescence; response scale: untreated = 0%, 10 µM MG-132 = 100% | Potency, µM (top dose mostly 45.9 µM), without a hit: top-dose activation (GFP accumulation), actives largely listed as activators | 67,000 tested, under 10 active | AID 526; active = well fitted activation curve with a large enough effect, not every such curve was filed as active; inconclusive = small, poorly fitted or top-dose-only effect, or another doubt; inactive = no such curve, though single readings can be large or run the other way; also: potency is read from the fitted curve at half-maximal effect
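U2OS cells expressing ubiquitin(G76V)-GFP, seeded overnight in 0.5% FBS medium, then treated 4 hr at 37 C across 46 uM to 2.9 nM. GFP-positive cells counted by laser cytometry (488 ex/515 em); %activity scaled between basal and 10 uM MG-132.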
USP2a inhib – USP2a (human) protease inhibition. 0.1% of 60,000 active. Potency, µM (series often up to 38.3 µM), without a hit: at the top dose activity change, negative = inhibition, actives largely listed as inhibitors. USP2a enzymatic assay, qHTS inhibition. O75604;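 also: potency is read from the fitted curve at half-maximal effect; nearly all actives have a fitted effect of over 60% in size; plate controls were DMSO for no effect and NEM full inhibition control for full effect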
Target sequence (O75604 whole entry, looked up): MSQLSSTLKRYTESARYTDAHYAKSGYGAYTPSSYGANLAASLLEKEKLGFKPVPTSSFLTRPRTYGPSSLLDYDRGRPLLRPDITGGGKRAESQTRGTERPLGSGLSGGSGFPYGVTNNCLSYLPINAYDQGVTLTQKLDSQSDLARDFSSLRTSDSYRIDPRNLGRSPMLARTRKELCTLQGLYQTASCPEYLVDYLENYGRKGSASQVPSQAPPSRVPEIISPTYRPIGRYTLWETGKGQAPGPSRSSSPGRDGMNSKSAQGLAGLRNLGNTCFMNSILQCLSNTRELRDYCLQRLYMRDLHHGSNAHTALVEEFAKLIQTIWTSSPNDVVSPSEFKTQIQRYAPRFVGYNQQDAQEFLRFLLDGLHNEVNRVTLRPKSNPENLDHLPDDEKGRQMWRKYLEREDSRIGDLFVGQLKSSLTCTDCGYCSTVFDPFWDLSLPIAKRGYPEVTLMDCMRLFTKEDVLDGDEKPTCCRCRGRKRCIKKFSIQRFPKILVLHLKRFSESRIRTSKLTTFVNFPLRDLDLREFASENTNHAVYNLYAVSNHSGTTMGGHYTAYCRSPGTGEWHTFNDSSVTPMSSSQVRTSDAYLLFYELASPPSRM
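Inhibition is measured in a cell-free coupled assay with 20 nM USP2 core, 20 nM Ub-PLA2 and 20 uM NBD C6-HPC, 2.5 h incubation. Activity normalized to NEM control.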
* marks the source's active call; other numbers are inactive results; i = inactive; u = inconclusive; x = no result given; [ ] = dose if it differs, or a comment. Unless noted, calls follow the shape of the dose curve; as a rule, active = well fitted curve in the direction sought with a large enough effect; inconclusive = small, poorly fitted or top-dose-only effect, or another doubt; inactive = no such curve, though single readings can be large; an effect the other way counts as inactive or inconclusive. Only part of the results is shown; rates above refer to the full screens.

smiles,HEK293 cAMP ctrl,4-MU autofl,BRCT inh red,Fluorescein fluor,Casp7 inh,A350 fluor,Caspase-1 inhib,BRCT PPI green,Epigenetic mod,Ub-GFP proteasome,USP2a inhib
Cc1cccnc1NCc1ccc(O)c2ncccc12,4%,i,-1.6%,i,1%,i,0%,-0.1%,10µM*,2%,18%
CC(=O)c1cccc(NS(=O)(=O)N(C)C)c1,10%,i,0.9%,i,-1%,i,0%,-0.4%,3%,-8%,-6%
CC(C)(NO)/C(=N/O)c1cccs1,10%,i,0.1%,i,1%,i,-1%,-2.3%,-4%,4%,-3%
COc1ccc(C(=O)CSc2nnc(CNc3nc(-c4ccccc4)cs3)n2C)cc1,u,i,-0.5%,u,5%,i,-4%,-2.6%,-2%,0%,16%
O=S(=O)(Nc1cccc(C(F)(F)F)c1)c1cccnc1,22%,i,-2.9%,i,0%,i,0%,-3.1%,2%,2%,6%
COCCN1C(=O)c2ccc(C(=O)Nc3nccs3)cc2C1=O,1%,i,-2.4%,i,0%,i,0%,-4.0%,-4%,2%,-1%
O=C(Nc1cnc2ccccc2c1)C1COc2ccccc2O1 (stereo not drawn),-5%,x,0.4%,x,-2%,x,-3%,-2.6%,0%,-3%,16%
O=C(CCn1c(=O)sc2ccccc21)NCc1ccc2c(c1)OCO2,4%,i,-5.7%,i,-2%,i,-1%,0.3%,0%,-13%,10%
CCOC(=O)C1CC=C(Cl)CC1C(=O)Nc1nccs1 (stereo not drawn),11%,i,-1.0%,i,0%,i,1%,-3.3%,2%,4%,5%
CCC(Oc1ccccc1)C(=O)N1CCC(C(N)=O)CC1 (stereo not drawn),5%,i,-0.7%,u,0%,i,-1%,-2.4%,13%,1%,-11%
COc1cc2c(cc1OC)C(=NCCC(=O)O)NC(C)(C)C2,2%,i,1.1%,i,-2%,i,0%,-1.3%,2%,0%,-1%
COc1ccccc1-c1cc(C(=O)N2CCN(c3ccc(F)cc3)CC2)no1,20%,1.4e-08M*,-1.9%,i,-4%,1.6e-08M*,-3%,-0.5%,1%,-6%,-2%
CC(C)c1ccc(O)c(O)c(=O)c1 (tested in a mixture with another compound),-1%[11.4 µM],u,-0.1%[15.4 µM],u,-4%[11.5 µM],u,1%[11.5 µM],-4.2%[15.4 µM],2%[9.22 µM],0%[9.17 µM],x
COc1ccccc1NC(=O)N1CCN(c2cc(-c3ccccc3)nc3ncnn23)CC1,20%,i,-0.8%,i,-4%[0.00368 µM],i,1%,1.9%,6%,-6%,17%
O=C(CC1Nc2ccccc2NC1=O)NCC1COc2ccccc2O1 (stereo not drawn),8%,1.7e-08M*,-1.7%,i,-2%,2e-08M*,-5%,-1.7%,-3%,-13%,9%
O=C1OC(c2ccc(Br)cc2)=N/C1=C\N1CCCCC1,12%,u,-1.1%,i,0%,u,-2%,1.2%,1%,-13%,3%
CCOc1ccccc1N(C(=O)c1snc(C(N)=O)c1N)C(C(=O)NC1CCCC1)c1ccco1 (stereo not drawn),u,7.4e-08M*,1.3%,i,-6%,7.8e-08M*,-10%,1.7%,-1%,6%,x
Cn1c(Cn2c(=O)sc3ccccc32)nnc1SCc1ccccc1,15%,x,-0.7%,x,-1%,x,-1%,-0.1%,-4%,-2%,x
COc1cccc(OC)c1OCCNC[C@@H]1CSc2ccccc2O1,u,i,1.4%,i,-2%,i,0%,-1.8%,-2%,-6%,5%
CC(C)(N)C(=O)N[C@@H]1C(=O)N2[C@@H]1SC(C)(C)[C@H]2C(=O)O,0%[11.4 µM],i,-0.8%[15.4 µM],i,0%[11.5 µM],i,-2%[11.5 µM],1.1%[15.4 µM],0%[9.22 µM],-5%[9.17 µM],x
COC(=O)Nc1ccc2c(c1)ncn2C1CCCCC1,-1%,i,0.9%,i,-1%,i,2%,0.5%,2%,5%,-9%
CN1CCN(C(=O)c2cc3nc(-c4ccc(Cl)cc4)cc(C(F)(F)F)n3n2)CC1,4%[11.4 µM],x,0.0%,x,-12%,x,-13%,-1.3%,-6%,3%[9.17 µM],8%[7.66 µM]
Cc1cc(NC(=O)c2ccc(COc3ccc(Cl)c(C)c3)o2)no1,u,i,-0.5%,i,0%,i,0%,-2.1%,-3%,3%,11%
O=C1CCC(=O)N1CCOP1(=O)COc2ccccc2OC1,8%,i,-0.3%,i,0%,i,2%,-1.0%,2%,1%,-1%
CCCCSCc1nc2nc(Cl)c(Cl)nc2[nH]1,u,i,-0.7%[15.4 µM],u,1%[11.5 µM],u,3%[11.5 µM],0.1%[15.4 µM],2%[9.22 µM],-3%[9.17 µM],x
CCOC(=O)c1c(C)[nH]c(C)c1C(=O)CSc1nnc(-c2ccco2)n1Cc1ccccc1,u,i,-1.9%,i,-1%,i,0%,-0.4%,-1%,-18%,29%
COc1ccc(N2C(=O)CCC(C(=O)N3CCCCC3)C2c2ccc(OC)c(OC)c2)cc1 (stereo not drawn),5%,i,-0.2%,u,3%,i,-1%,-1.3%,0%,-3%,-2%
CP(=O)(COC(=O)c1ccccc1)COC(=O)c1ccccc1,u,x,2.7%,x,0%,x,2%,0.7%,0%,-5%[9.17 µM],13%[7.66 µM]
CC(C)(O)CCC(O)[C@@](C)(O)C1CC[C@]2(O)C3=CC(=O)C4CC(O)C(O)C[C@]4(C)C3CC[C@]12C (stereo partly drawn),x,x,-0.6%,x,3%,x,1%,0.3%[3.08 µM],x,x,-9%
O=C(NCc1ccc(F)cc1)c1c(O)c2cccc3c2n(c1=O)CCC3,-11%,i,1.6%,i,-1%,i,0%,-2.3%,-1%,0%,-2%

Another view of some results above:
Results follow in this order: HEK293 cAMP ctrl	4-MU autofl	BRCT inh red	Fluorescein fluor	Casp7 inh	A350 fluor	Caspase-1 inhib	BRCT PPI green	Epigenetic mod	Ub-GFP proteasome	USP2a inhib
Cc1cccnc1NCc1ccc(O)c2ncccc12
    4%	i	-1.6%	i	1%	i	0%	-0.1%	10µM*	2%	18%
CC(=O)c1cccc(NS(=O)(=O)N(C)C)c1
    10%	i	0.9%	i	-1%	i	0%	-0.4%	3%	-8%	-6%
CC(C)(NO)/C(=N/O)c1cccs1
    10%	i	0.1%	i	1%	i	-1%	-2.3%	-4%	4%	-3%
COc1ccc(C(=O)CSc2nnc(CNc3nc(-c4ccccc4)cs3)n2C)cc1
    u	i	-0.5%	u	5%	i	-4%	-2.6%	-2%	0%	16%
O=S(=O)(Nc1cccc(C(F)(F)F)c1)c1cccnc1
    22%	i	-2.9%	i	0%	i	0%	-3.1%	2%	2%	6%
COCCN1C(=O)c2ccc(C(=O)Nc3nccs3)cc2C1=O
    1%	i	-2.4%	i	0%	i	0%	-4.0%	-4%	2%	-1%

3 entries from above, sorted by heavy-atom count, falling:
smiles,HEK293 cAMP ctrl,4-MU autofl,BRCT inh red,Fluorescein fluor,Casp7 inh,A350 fluor,Caspase-1 inhib,BRCT PPI green,Epigenetic mod,Ub-GFP proteasome,USP2a inhib
COc1ccc(N2C(=O)CCC(C(=O)N3CCCCC3)C2c2ccc(OC)c(OC)c2)cc1 (stereo not drawn),5%,i,-0.2%,u,3%,i,-1%,-1.3%,0%,-3%,-2%
COc1ccc(C(=O)CSc2nnc(CNc3nc(-c4ccccc4)cs3)n2C)cc1,u,i,-0.5%,u,5%,i,-4%,-2.6%,-2%,0%,16%
CCC(Oc1ccccc1)C(=O)N1CCC(C(N)=O)CC1 (stereo not drawn),5%,i,-0.7%,u,0%,i,-1%,-2.4%,13%,1%,-11%

(further entries)
smiles,HEK293 cAMP ctrl,4-MU autofl,BRCT inh red,Fluorescein fluor,Casp7 inh,A350 fluor,Caspase-1 inhib,BRCT PPI green,Epigenetic mod,Ub-GFP proteasome,USP2a inhib
COc1ccc(NC(=O)CN2CCC(NC(=O)C3CCCCC3)CC2)cc1,-2%,i,-2.1%,i,2%,i,0%,-0.4%,8%,0%,4%
O=C(CN1CCCCC1)N1CCN(C(=O)CN2CCCCC2)CC1,-3%,x,-0.5%,x,-2%,x,-1%,-5.0%,-2%,3%,1%
CCCCC(=O)Nc1cc(C)c2c(=O)oc3ccccc3c2n1,5%[2.29 µM],i,1.2%,i,-4%,i,-1%,0.5%,4%,0%,15%
CN(C/C=C\c1ccccc1)Cc1cccc2ccccc12,u,i,0.2%[34.4 µM],i,1%[25.7 µM],i,-3%[25.7 µM],-1.3%[34.4 µM],-2%[20.6 µM],1%[20.5 µM],8%[17.1 µM]
Cc1cc2ccccc2c(=O)n1CC(=O)NCC1COc2ccccc2O1 (stereo not drawn),11%,i,-1.2%,i,2%,u,-2%,0.1%,0%,-6%,8%
Cc1cc(C(F)F)n2nc(C(=O)Nc3c(F)cc(F)cc3Br)nc2n1,-3%,i,-0.1%,i,1%,i,1%,3.0%,-3%,-3%,7%
